LRH-1 inv ag: NR5A2 inverse agonism in reporter assay. O00482. HEK293T StAR-luciferase reporter, LRH-1 transfected, 24 h. inhibition, % at 3.6 µM. actives 0.13% (n = 360,000). AID 602396;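 active = inhibition above the mean inhibition of all tested compounds plus 3 SD, cut at about 73% in these data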;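 also: 0% = DMSO wells and 100% = reporter-only cells lacking LRH-1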
TLR9-MyD88 block: TLR9-MyD88 interaction inhibition; Q9NR96+Q99836; CHO BLA complementation TLR9-MyD88, CCF4 FRET ratio; inhibition, % at 4.98 µM; actives 0.21% (n = 340,000);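 active = inhibition above the mean over all tested compounds plus 3 SD, cut at about 21% in these data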;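 also: 0% = DMSO only wells and 100% = clavulanate BLA inhibitor control wells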
C8 TRAIL sens: caspase-8 TRAIL sensitization. NB7+C8 cells + TRAIL, ATPlite viability luminescence. inhibition (viability loss, TRAIL sensitization), % at 10 µM. actives 1% (n = 360,000). AID 624354;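 active = compounds causing at least 50% loss of cell viability in the single-dose screen, relative to plate controls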
SRC1 inh: inhibits human SRC1 coactivator | HEK293 GAL4-SRC1 luciferase reporter, luminescence | Q15788 | inhibition, % at 3.6 µM | actives 0.12% (n = 360,000);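 active = inhibition above the campaign mean plus 3 SD, with each screening campaign given its own cutoff, cut at about 60% in these data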;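 also: 0% = DMSO treated cells and 100% = gossypol at 36 µM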
TROY signal inh: blocks TROY-dependent signaling in reporter cells; actives 0.98% (n = 360,000); Q293 LMP1-TROYcd NF-kB luciferase reporter, 4 h; AID 1347056; inhibition, % at 10 µM;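 active = compounds whose plate-normalised and pattern-corrected inhibition of the luciferase reporter signal at the single screening dose is 50% or more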
EBV LMP1 NFkB: inhibitors of Epstein-Barr LMP1-induced NF-kappaB reporter; actives 0.69% (n = 350,000); inhibition, % at 12.5 µM; LMP1-induced NF-kappaB luciferase reporter cells, luminescence; in the data active = inhibition above about 41%;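 also: 0% = neutral control wells and 100% = reference inhibitor control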
NCOA2 inhibitor: human SRC2 (NCOA2) inhibition; HEK293 GAL4-SRC2 luciferase reporter, luminescence; Q15596; inhibition, % at 9 µM; actives 0.17% (n = 370,000);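 active = inhibition above the mean inhibition of all tested compounds plus 3 SD, set per campaign, cut at about 52% in these data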;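 also: 0% = DMSO treated cells and 100% = cells given Gossypol at 36 µM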
NOD2-RIPK2 inh: blocks binding of human NOD2 to RIPK2 | O43353 | CHO BLA complementation NOD2-RIPK2, CCF4 ratio | inhibition, % at 4.98 µM | actives 0.38% (n = 360,000); in the data active = inhibition above about 21%;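 also: 0% = vehicle only and 100% = reference blocker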
Vif inh: blocks HIV Vif function. inhibition, % at 7.49 µM. actives 0.35% (n = 340,000). HEK293T cells, Vif self-association by quenched fluorescence, imaging, 24 h. AID 602346; in the data active = inhibition above about 50%, passing the limit was not always enough; also: some results filed as inactive read as strong as hits
NR2F2 inh: blocks human COUP-TFII nuclear receptor; P24468; HEK293T NGFI-A luciferase reporter, luminescence; inhibition, % at 8.6 µM; actives 0.7% (n = 370,000);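 active = inhibition above a per-plate cutoff, mean inhibition of test wells between control levels plus 3 SD, cut at about 38% in these data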;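 also: cells cotransfected with COUP-TFII expression vector driving the NGFI-A reporter; 0% = median of COUP-TF2 test wells and 100% = reporter-only cells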
SRC3 inh: inhibitors of human steroid receptor coactivator 3 (SRC3). HEK293 GAL4-SRC3 luciferase reporter, luminescence. inhibition, % at 3.6 µM. actives 0.17% (n = 360,000). AID 588352;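 active = inhibition above a per-campaign cutoff, the mean of all compounds plus 3 SD, cut at about 60% in these data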;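 also: 0% = DMSO-treated cells and 100% = gossypol-treated cells at 36 µM; higher means less SRC3-driven luciferase light from the GAL4 reporter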
Target sequence (Q9Y6Q9 whole entry, looked up, the tested form may be a part): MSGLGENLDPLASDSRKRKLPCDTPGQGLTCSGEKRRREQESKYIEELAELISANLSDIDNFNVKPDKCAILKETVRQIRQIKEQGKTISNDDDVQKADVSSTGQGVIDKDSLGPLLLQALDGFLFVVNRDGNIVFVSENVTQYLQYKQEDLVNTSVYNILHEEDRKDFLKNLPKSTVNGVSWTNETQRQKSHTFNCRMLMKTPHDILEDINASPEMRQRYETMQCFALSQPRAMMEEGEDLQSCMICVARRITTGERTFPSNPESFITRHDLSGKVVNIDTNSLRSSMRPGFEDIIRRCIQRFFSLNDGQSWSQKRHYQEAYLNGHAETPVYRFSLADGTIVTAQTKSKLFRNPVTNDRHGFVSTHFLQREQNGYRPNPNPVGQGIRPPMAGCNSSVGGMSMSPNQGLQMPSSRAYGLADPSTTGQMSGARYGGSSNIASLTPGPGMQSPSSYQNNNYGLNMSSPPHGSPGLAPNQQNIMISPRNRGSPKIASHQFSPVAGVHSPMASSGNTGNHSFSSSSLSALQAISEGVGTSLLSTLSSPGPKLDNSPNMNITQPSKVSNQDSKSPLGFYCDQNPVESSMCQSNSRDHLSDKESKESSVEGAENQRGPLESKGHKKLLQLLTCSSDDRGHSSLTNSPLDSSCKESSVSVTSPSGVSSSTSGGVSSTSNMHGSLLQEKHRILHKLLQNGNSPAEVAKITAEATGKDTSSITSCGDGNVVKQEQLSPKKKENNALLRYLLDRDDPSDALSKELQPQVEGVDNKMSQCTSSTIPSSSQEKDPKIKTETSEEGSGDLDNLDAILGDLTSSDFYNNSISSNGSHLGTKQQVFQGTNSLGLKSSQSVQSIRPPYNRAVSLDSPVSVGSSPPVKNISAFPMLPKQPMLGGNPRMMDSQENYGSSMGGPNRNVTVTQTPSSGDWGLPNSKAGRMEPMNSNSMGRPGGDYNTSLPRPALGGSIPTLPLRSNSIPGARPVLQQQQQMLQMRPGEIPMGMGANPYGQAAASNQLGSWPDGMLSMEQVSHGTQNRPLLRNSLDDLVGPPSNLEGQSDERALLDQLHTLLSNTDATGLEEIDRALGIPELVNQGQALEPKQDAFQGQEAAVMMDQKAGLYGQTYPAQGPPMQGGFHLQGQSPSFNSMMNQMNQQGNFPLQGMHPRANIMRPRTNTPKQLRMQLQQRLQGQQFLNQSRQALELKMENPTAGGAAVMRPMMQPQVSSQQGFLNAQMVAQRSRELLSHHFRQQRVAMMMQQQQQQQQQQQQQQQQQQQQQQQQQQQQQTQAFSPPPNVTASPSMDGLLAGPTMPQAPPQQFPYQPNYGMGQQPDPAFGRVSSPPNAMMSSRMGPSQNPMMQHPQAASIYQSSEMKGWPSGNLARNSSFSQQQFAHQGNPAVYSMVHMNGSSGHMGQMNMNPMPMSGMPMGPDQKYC
The depositor's hits bear a star; / = not tested or not shown; & = joins results of further samples. Some of the compounds tested; count on the stated rates, not on these rows.

Every second line gives: LRH-1 inv ag, TLR9-MyD88 block, C8 TRAIL sens, SRC1 inh, TROY signal inh, EBV LMP1 NFkB, NCOA2 inhibitor, NOD2-RIPK2 inh, Vif inh, NR2F2 inh, SRC3 inh
- COc1ccc(NS(=O)(=O)c2c(C(=O)N3CCCCCC3)c(C)n(C)c2C)cc1
    7.1, -3.4, -6.3, 2.0, -15.6, -14.0, 3.3, 2.1, -0.3, -16.5, 20.4
- COC(=O)c1ccc(COc2cccn3c(N(C)C(=O)CCC4CCCC4)c(C)nc23)cc1
    1.1, /, 12.3, 4.1, 45.0, /, 1.7, 6.5, -8.9, 36.5, -6.8
- COc1ccc(Oc2cn[nH]c2-c2ccc(O)cc2O)cc1
    -8.4, -1.4, -3.2, 5.5, /, 4.1, 16.2, -5.3, -16.7, 12.0, 7.9
- Cc1ccc(C(=O)C(C)OC(=O)CN2C(=O)NC3(CCCC3)C2=O)cc1 (stereo unspecified)
    -6.9, 3.0, 3.5, 6.2, -9.7, 9.9, 1.9, -1.0, -7.4, -6.1, -5.7
- CCOc1cc(CNCc2ccncc2)cc(Cl)c1OC
    -1.6, -4.3, -2.1, 5.9, -1.3, -47.6, -9.6, 0.5, -8.0, 2.8, -4.6
- Cc1c(Br)c([N+](=O)[O-])nn1CC(=O)Nc1nccs1
    14.1, -0.4, -7.9, -6.7, -1.1, -2.3, 0.3, 6.1, 8.5, -28.7, 16.2
- COc1cc(C(C)=O)ccc1OCC(=O)Nc1ccc(C)c(S(=O)(=O)N2CCCCCC2)c1
    15.5, -2.0, 10.2, 4.2, 62.7*, 25.7, 19.9, -1.2, -21.8, 47.2*, 26.5
- COc1cccc(Nc2nc3ccccc3nc2NS(=O)(=O)c2cccs2)c1
    0.3, -12.2, 17.2, 1.4, 28.9, 4.9, 7.1, -9.4, -2.9, 25.0, 19.4
- Cc1nonc1OCCn1c([N+](=O)[O-])cnc1C
    4.7, 5.9, -1.9, -2.0, -6.8, -0.7, -0.1, -9.0, -10.6, 10.9, 1.5
- Cc1ccccc1NCc1ccccc1O
    -1.3, 3.7, -7.3, -16.4, 10.4, -3.5, 20.4, -2.4, 4.6, -4.1, -14.2
- CCOC(=O)c1sc(N(Cc2ccccc2)C(=O)CSc2ncn[nH]2)nc1C
    -5.1, 2.7, 3.1, -18.1, 16.2, -9.3, -29.7, 8.3, 19.3, 4.9, 0.8
- CSc1ccc(Cl)c(C(=O)N2CCOc3ccccc32)c1
    -1.9, -11.8, 5.3, -11.1, -3.7, 2.4, 26.7, -3.3, -5.9, -2.6, -17.8
- CCOC(=O)c1cccc(NC(=O)c2ccc(NC(=O)c3ccco3)cc2)c1
    6.4, 2.9, 12.8, 10.1, 3.7, 3.2, -22.9, -6.4, -11.6, 9.9, -9.2
- COc1ccccc1NC(=O)C(C)OC(=O)CCNS(=O)(=O)c1ccc(C)c(C)c1 (stereo unspecified)
    -21.5, -3.4, 16.2, -1.1, 3.2, 1.5, -15.9, -7.4, -1.2, 5.0, 14.8
- COc1ccc(N(CC(O)CN2C(=O)NC(C)(C)C2=O)S(=O)(=O)c2ccc(C)cc2)cc1 (stereo unspecified)
    24.5, -3.7, -0.7, 6.2, -17.6, -0.4, 11.0, 2.4, -9.1, -1.6, -6.9
- C=CCSc1nc2c(cnn2-c2ccccc2)c(=O)n1N
    -105.2, /, 12.7, -105.0, -39.7, /, -29.7, -4.2, -5.0, -47.6, -87.7
- COc1cccc(-c2nc(Oc3cccc(C)c3C)c3ccccc3n2)c1O
    -14.9, 0.9, 20.3, -11.1, 3.5, -0.8, 13.7, 3.7, 7.0, 4.3, 10.8
- CCc1cc2c(=O)c(-c3nc(C)cs3)coc2cc1OC(C)C(=O)NCCO (stereo unspecified)
    -25.6, -8.6, 10.6, 13.8, 11.4, -1.8, -9.0, -9.9, -1.9, -2.3, 12.0
- Cc1noc(C)c1S(=O)(=O)N(C)CC(=O)NCc1ccccc1
    -29.2, -6.2, -3.1, -3.8, -3.4, -0.3, -29.3, -5.6, 5.0, -4.6, -6.5
- CCOC(=O)C(=O)NC(C)c1ccccc1 (stereo unspecified)
    17.9, 5.3, -3.8, 2.9, -9.4, 4.1, -20.5, -9.1, -12.9, 4.3, 22.7
- CCOC(=O)c1c(C)[nH]c2ccc(O)cc12
    -7.6, -6.3, 9.1, -23.4, 3.5, -5.8, -14.9, -0.6, -1.7, 0.8, -8.2
- COc1cc(C(C)=O)ccc1OCC(O)CN1CCN(c2ccc(F)cc2)CC1 (stereo unspecified)
    -13.4, -5.8, -9.5, -4.9, -4.8, -3.8, -5.4, -6.5, 4.4, 14.0, 2.4
- COc1ccc(/C=C/c2c(-c3ccc(OC)cc3)oc3ccccc23)cc1
    1.2, -1.2, 0.8, -12.7, -20.5, -1.1, -0.3, -9.9, -3.6, 0.7, -21.1
- COC(=O)c1ccc(C(=O)Nc2ccc3c(c2)C(=O)NC3=O)cc1
    -16.3, -3.9, 7.0, -7.8, -14.0, -9.4, -1.6, -1.6, -1.6, -5.2, -17.4
- CN(C)S(=O)(=O)c1ccc(/C(O)=C2/C(=O)C(=O)N(CCN3CCCCC3)C2c2cccnc2)cc1 (stereo unspecified)
    -10.3, -7.6, 13.8, -4.9, -22.5, -13.3, -15.0, 2.8, 2.3, 2.9, 5.2
- CSCC[C@@H](Nc1nc(-c2ccccc2)nc2c1oc1ccccc12)C(=O)O
    -8.1, -0.2, 13.1, 6.1, 4.6, -9.3, -6.2, -15.2, -2.7, -4.2, -4.7
- Cn1cccc1C(=O)N1CCN(c2cccc(C(F)(F)F)c2)CC1
    5.8, -9.6, -3.7, -20.5, 2.4, 4.5, 2.7, 8.0, -5.1, 2.7, 9.6
- CC(=O)Nc1ccc(S(=O)(=O)NNC(=O)C2CCCCC2)cc1
    4.9, -6.7, -16.1, -0.7, 0.3, 6.5, -11.1, -10.0, 12.0, -3.8, -6.5
- CCOC(=O)N1CCN(c2ccc(C(=O)c3cccc(F)c3)cc2)CC1
    -0.1, -10.8, -0.4, -3.8, 14.6, -0.1, /, -5.5, -12.3, /, -6.8
- COc1cccc(/C=N/n2c(COc3ccccc3)n[nH]c2=S)c1
    8.0, -10.1, -12.4, -8.0, -10.3, -0.2, -13.3, 8.0, -10.3, 14.1, 4.3

Next section (two carried over from the part before).
Every second line gives: LRH-1 inv ag, TLR9-MyD88 block, C8 TRAIL sens, SRC1 inh, TROY signal inh, EBV LMP1 NFkB, NCOA2 inhibitor, NOD2-RIPK2 inh, Vif inh, NR2F2 inh, SRC3 inh
- CCOC(=O)N1CCN(c2ccc(C(=O)c3cccc(F)c3)cc2)CC1
    -0.1, -10.8, -0.4, -3.8, 14.6, -0.1, /, -5.5, -12.3, /, -6.8
- COc1cccc(/C=N/n2c(COc3ccccc3)n[nH]c2=S)c1
    8.0, -10.1, -12.4, -8.0, -10.3, -0.2, -13.3, 8.0, -10.3, 14.1, 4.3
- NS(=O)(=O)c1ccc(NC(=O)COC(=O)c2ccc(S(=O)(=O)N3CCOCC3)cc2)cc1
    -4.9, 5.3, -7.0, -13.3, 7.3, -4.8, -11.6, 4.3, 26.0, 10.2, 2.9
- Nc1nc(N2CCCCC2)nc(N(c2ccccc2)c2ccccc2)n1
    25.8, 0.2, -0.3, 10.0, -22.7, -1.7, -23.4, 5.0, /, 1.7, -21.7
- Cc1ccc(Cn2c(=O)c3c(nc4n3CCN4Cc3ccco3)n(C)c2=O)cc1
    9.4, 8.7, -3.9, -3.6, -10.6, 6.1, -26.5, -0.9, -4.1, 3.1, 24.8
- CC(C)(C)NCc1cc(Br)ccc1OC1CCCC1
    9.7, 0.4, -6.6, 14.8, -2.1, 3.8, 4.5, -12.0, -0.1, -0.7, 6.2
- Clc1ccc(SCCOCCN2CCCCC2)cc1
    -4.8, -11.3, 1.3, 6.4, -6.0, -5.1, 11.4, 3.2, 2.9, -25.5, 12.8
- CC(Sc1cccc2cccc(C(=O)O)c12)C(=O)O (stereo unspecified)
    -5.0, 1.3, 0.2, 0.5, 5.4, -9.0, -38.3, -8.8, 5.4, 5.1, -8.5
- O=C(Nc1ccc(F)c(Cl)c1)C1CCCC1
    6.7, /, 4.9, -5.8, -4.6, /, -7.5, -12.5, 9.3, 9.8, -3.5
- CC(C)NS(=O)(=O)c1ccc(OCC(=O)Nc2ccccc2F)cc1
    -1.5, 0.5, -7.7, -9.0, -22.4, -2.3, -5.5, 14.7, -5.8, -19.5, 11.9
- Cc1ccc(NS(=O)(=O)c2ccc3c(c2)oc(=O)n3C)c(C)c1
    -6.7, -8.3, 1.4, 12.2, 6.9, 18.0, -13.5, -4.4, -13.6, -21.4, -7.3
- CC(C(=O)Nc1nccs1)c1ccc([N+](=O)[O-])cc1 (stereo unspecified)
    31.8, 4.6, -3.5, -9.5, 4.1, 11.0, -26.7, -3.2, 19.1, -1.6, 3.5
- O=C(NCc1ccc(F)cc1)Nc1ccc(Cl)cc1
    -45.8, -1.6, -3.3, -49.1, -26.4, -16.1, -11.2, -15.1, 1.1, -9.6, -1.1
- O=c1cc(C(F)(F)F)oc2c1ccc1ccccc12
    10.8, 0.8, -19.3, -11.1, -10.1, 6.7, -17.5, -12.4, 3.9, -11.2, 2.7
- COC1=CC(=NCl)C=CC1=NCl
    25.7, /, -1.1, -4.2, 3.0, /, /, 1.0, 4.9, /, -39.9
- CCCOc1ccc(-c2nnn(CC(=O)Nc3cccc(C(=O)OC)c3)n2)cc1
    13.2, 2.6, -8.4, -7.0, 0.3, -4.1, -3.0, 0.0, -10.2, -5.4, 10.9
- COc1ccc(N2C(=O)c3ccccc3NC2c2ccc(OC)c(CSc3ccccn3)c2)cc1 (stereo unspecified)
    -19.2, -2.0, 26.3, -77.8, -66.2, 0.3, -12.5, 1.7, /, -18.9, -71.0
- COc1ccc(NC(=S)Nc2ccccc2)cc1
    -12.5&-10.8, 1.1&2.2, -6.2&-2.6, 3.7&-20.5, -20.2&-2.8, -30.3&0.3, -78.7&-25.8, -3.9&0.7, 12.4&1.0, -0.3&-11.0, -17.8&-28.3
- COCCNC(=S)NNC(=O)c1cc(C2CC2)nc2ccccc12
    0.0, 0.5, -13.8, 0.9, -2.6, -2.7, -12.0, -7.8, -8.7, -2.0, -6.3
- CC1(C)Cc2cccc(C(=O)Nc3ccncc3)c2O1
    7.7, -0.2, -0.9, 9.7, 20.3, 9.8, -11.0, -5.1, -9.7, 18.1, 10.9
- CSCCC(C(=O)NC1=NCCS1)N1C(=O)c2ccccc2C1=O (stereo unspecified)
    14.5, -0.8, 7.9, -9.8, 1.7, -1.2, 8.0, -8.2, /, 2.2, 17.4
- COc1ccc(C(=O)CSc2nnc(CN3CCCCC3)n2-c2ccc(Cl)cc2)cc1OC
    -5.0, -3.1, -3.3, -8.7, -10.9, 2.7, -22.1, 1.4, -0.3, 6.4, -6.7
- CCn1c(C)nc2cc(C(=O)N/N=C/c3ccc(N4CCOCC4)cc3)ccc21
    -21.8, -2.6, -6.0, -39.1, -6.1, -2.3, -31.4, -3.0, -2.8, -12.4, 7.3
- COc1cccc2oc(CCc3ccccc3)cc(=O)c12
    -80.6, 3.1, 0.6, -47.4, -59.0, -4.8, -43.0, 5.8, -3.4, -27.9, -70.4
- Cc1c(NC(=O)c2cc(-c3ccc(Cl)s3)nc3ccccc23)c(=O)n(-c2ccccc2)n1C
    1.2, 1.7, 19.0, -12.7, 3.1, 11.7, -9.0, 7.3, 2.6, -1.0, -39.0

Bioassay records: PubChem, several laboratories
